Screening results deposited in PubChem by several laboratories.
TRPML3 ag: human TRPML3 channel agonists, primary screen, cell-based, HEK293 TRPML3-YFP, Fluo-8 calcium fluorescence, 3 µM; Mucolipin-3 (Homo sapiens), Q8TDD5; 100% = the carbachol control signal; activation, % at 3 µM; 220,000 compounds, 0.29% hits; AID 1448, 2008;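 active means activation above its plate's cutoff, the mean activation of the plate's test wells plus 3 SD, cut at about 12% in these data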;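 further: 0% = DMSO only wells and 100% = carbachol wells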
Target sequence (Q8TDD5 whole entry, looked up): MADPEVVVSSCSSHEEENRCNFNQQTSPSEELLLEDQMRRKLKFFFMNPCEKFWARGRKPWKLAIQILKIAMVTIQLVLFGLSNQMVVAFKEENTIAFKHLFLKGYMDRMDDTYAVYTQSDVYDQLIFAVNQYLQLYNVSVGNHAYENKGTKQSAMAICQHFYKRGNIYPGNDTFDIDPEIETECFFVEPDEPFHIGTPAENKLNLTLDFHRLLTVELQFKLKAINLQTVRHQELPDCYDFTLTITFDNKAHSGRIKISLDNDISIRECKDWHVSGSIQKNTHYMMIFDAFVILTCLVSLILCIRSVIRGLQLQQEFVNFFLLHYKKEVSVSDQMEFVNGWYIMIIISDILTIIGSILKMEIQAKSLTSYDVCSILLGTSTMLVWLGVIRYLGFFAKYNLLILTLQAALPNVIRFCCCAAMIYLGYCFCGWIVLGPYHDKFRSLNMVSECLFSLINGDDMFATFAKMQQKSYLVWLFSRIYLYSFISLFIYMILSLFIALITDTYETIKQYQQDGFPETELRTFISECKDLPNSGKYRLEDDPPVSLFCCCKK
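Test system – HEK293 line with stable expression of human TRPML3-YFP channel · Control set – carbachol 87 µM final as high control (100%), DMSO as low control (0%) · Signal – Fluo-8 calcium dye fluorescence, ex 470-495, em 515-575 nm · Incubation – 1-h 37 °C dye load, 5-s basal, 120-s post-compound reads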
BaF3 parental: parental Ba/F3 cell viability inhibition, counter-screen for JAK2V617F inhibitor project, murine pro-B, CellTiter-Glo luminescence; AID 1486, 2009; 220,000 compounds, 1.1% hits; inhibition, % at 5.6 µM; CellTiter-Glo ATP luminescence;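 active means inhibition above a per-campaign cutoff, the mean inhibition of all tested compounds plus 3 SD, cut at about 27% in these data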;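 further: 0% = DMSO wells and 100% = JAK Inhibitor I control wells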
EP2 mod: EP2 receptor modulators, cAMP readout, primary screen, cell-based, HTRF cAMP, PGE2 stimulation; EP2-expressing cells, cAMP HTRF FRET, PGE2 co-stimulation; 260,000 compounds, 0.83% hits; induction, % at 25 µM; Prostaglandin E2 receptor EP2 subtype (Homo sapiens), P43116;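 active means compounds whose cAMP rise, as percent of the full-agonist control response, exceeds 60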;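 further: rat C6 glioma line stably carrying human EP2 under a CMV promoter; the protocol text gives 20 µM as final concentration; 100% = response of wells given 1 µM PGE2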
Target sequence (P43116 whole entry, looked up): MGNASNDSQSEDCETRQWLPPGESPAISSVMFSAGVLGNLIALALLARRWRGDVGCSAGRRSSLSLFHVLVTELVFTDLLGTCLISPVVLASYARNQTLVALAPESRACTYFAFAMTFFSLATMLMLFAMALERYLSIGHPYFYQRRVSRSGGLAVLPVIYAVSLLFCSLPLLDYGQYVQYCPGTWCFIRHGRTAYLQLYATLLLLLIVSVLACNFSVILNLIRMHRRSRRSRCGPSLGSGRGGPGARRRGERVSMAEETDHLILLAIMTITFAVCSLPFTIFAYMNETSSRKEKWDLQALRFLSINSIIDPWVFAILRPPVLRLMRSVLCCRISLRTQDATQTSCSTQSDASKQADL
m-calpain inh: inhibitors of pig calpain II, primary screen, biochemical, fluorogenic peptide substrate, 1536-well; purified calpain II, 30 min; AID 1236, 2008; inhibition, % at 16 µM; 220,000 compounds, 0.37% hits;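 active means inhibition above about 50%, limit read from the data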
TRPN1 ag: zebrafish TRPN1 channel agonists, primary screen, cell-based, HEK293, calcium fluorescence; transient receptor potential cation channel N1 (TRPN1/NompC), Danio rerio; HEK293 zebrafish TRPN1-YFP, Fluo-8 calcium fluorescence; 100% = response to 87 µM carbachol; activation, % at 3 µM; 220,000 compounds, 0.18% hits; AID 1424, 2008;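 active means activation above its plate's cutoff, the mean activation of test wells on that plate plus 3 SD, cut at about 19% in these data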;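 further: 0% = DMSO alone and 100% = 87 µM carbachol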
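Control set: carbachol 87 µM as high control, DMSO as low control; system: HEK293 stable line with zebrafish TRPN1-YFP; read-out: % activation versus carbachol response; detection: intracellular calcium fluorescence with Fluo-8; doses: single test compound dose, 3 µM nominal, 0.3% DMSO; schedule: dye 1 h 37 °C plus 30 min RT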
S1P4 antag: S1P4 receptor antagonists, primary screen, cell-based | Sphingosine 1-phosphate receptor 4 (Homo sapiens), O95977 | S1P4-expressing cells, antagonist mode, reporter read-out | inhibition, % at 4.98 µM | 220,000 compounds, 0.26% hits | AID 1510, 2009; in the data active means inhibition above about 29%;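 further: 0% = wells stimulated with agonist and 100% = vehicle wells without agonist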
Ba/F3 V617F tox: reduced viability of JAK2V617F-dependent Ba/F3 cells, primary screen, JAK2V617F inhibitor project, cell-based, Ba/F3 EpoR-JAK2V617F, luminescence | ATP luminescence | inhibition, % at 5.6 µM | 220,000 compounds, 1.1% hits | AID 1446, 2008;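 active means inhibition above the campaign mean plus 3 SD over all tested compounds, cut at about 24% in these data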;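 further: cytokine-independent growth of Ba/F3 cells driven by EpoR plus mutant JAK2; 0% = DMSO-treated cells and 100% = JAK inhibitor I control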
PERK inh: block of dimerizer-induced PERK translation repression, primary screen, PERK inhibitor project, CHO PERK-DD cells, SEAP luminescence, HTS; Eukaryotic translation initiation factor 2-alpha kinase 3 (Homo sapiens), Q9NZJ5; CHO PERK-DD fusion, SEAP luminescence translation reporter; 220,000 compounds, 0.17% hits; AID 1416, 2008; inhibition, % at 5.6 µM;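 active means inhibition above the mean inhibition of all tested compounds plus 3 SD, set separately per screening campaign, cut at about 2.9% in these data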;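 further: PERK kinase domain activated by AP20187 dimerizer at 100 nM; 0% = DMSO with dimerizer and 100% = rapamycin at 8.4 µM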
S1P4 ag: S1P4 receptor agonists, primary screen, cell-based. S1P4-expressing cell line, agonist reporter assay. 220,000 compounds, 0.35% hits. Sphingosine 1-phosphate receptor 4 (Homo sapiens), O95977. AID 1509, 2009. activation, % at 4.98 µM; in the data active means activation above about 11%;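 further: 0% = DMSO vehicle and 100% = reference agonist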
An asterisk follows results filed as active; & = joins results of further samples. An unsorted share of the library; about 3.6% have a hit in one of these screens.

`Cc1ccc(C(=O)Nn2cnnc2)cc1S(=O)(=O)N1CCOCC1` gave TRPML3 ag 0.9, BaF3 parental -8, EP2 mod -10, m-calpain inh -16, TRPN1 ag 2.1, S1P4 antag 4, Ba/F3 V617F tox -3, PERK inh 0.7 and S1P4 ag -1.4.
COc1cc([C@@H]2[C@H]3CN(C)CC=C3C(C#N)=C(N)C2(C#N)C#N)cc2c1OCO2 was read as TRPML3 ag 0.5, BaF3 parental 9, EP2 mod -9, m-calpain inh -7, TRPN1 ag 3.1, S1P4 antag -9, Ba/F3 V617F tox 6, PERK inh -0.7 and S1P4 ag 0.6.
Nc1nc(SCC(=O)N2CCCCCC2)[nH]c(=O)c1NC(=O)c1ccco1 was read as TRPML3 ag 1.2, BaF3 parental 0, EP2 mod 17, m-calpain inh -11, TRPN1 ag 0.0, S1P4 antag 9, Ba/F3 V617F tox -2, PERK inh 1.3 and S1P4 ag 1.7.
`COc1cc(/C=N/Nc2nc(C)cc(=O)[nH]2)ccc1OC(=O)c1cccnc1` gave TRPML3 ag 1.2, BaF3 parental 7, EP2 mod -27, m-calpain inh 1, TRPN1 ag 0.8, S1P4 antag 16, Ba/F3 V617F tox -2, PERK inh 0.5 and S1P4 ag 0.3.
For COc1ccc(C)cc1NC(=O)NCc1ccco1 the results were TRPML3 ag 0.3, BaF3 parental 10, EP2 mod -12, m-calpain inh -47, TRPN1 ag -1.0, S1P4 antag -24, Ba/F3 V617F tox 1, PERK inh 0.9 and S1P4 ag -1.5.
Screening O=C(c1ccco1)N1CCN(S(=O)(=O)c2ccc(Cl)s2)CC1 returned TRPML3 ag 1.1, BaF3 parental 7, EP2 mod -18, m-calpain inh 19, TRPN1 ag 1.2, S1P4 antag -11, Ba/F3 V617F tox 0, PERK inh 0.5 and S1P4 ag -1.6.
O=S1(=O)CCN2C(c3cccc4ccccc34)=CSC2=N1 was read as TRPML3 ag 0.9, BaF3 parental 4, EP2 mod -53, m-calpain inh -22, TRPN1 ag 1.6, S1P4 antag 3, Ba/F3 V617F tox -1, PERK inh 1.8 and S1P4 ag -0.2.
For CC(C)n1nnnc1SCC(=O)NCc1cccs1 the results were TRPML3 ag 0.7, BaF3 parental 1, EP2 mod 36, m-calpain inh 4, TRPN1 ag 0.5, S1P4 antag -15, Ba/F3 V617F tox -2, PERK inh 0.5 and S1P4 ag -1.8.
For C=CCOc1c(Br)cc(/C=N/n2c(CC)n[nH]c2=S)cc1Br the results were TRPML3 ag 0.7, BaF3 parental 2, EP2 mod 75*, m-calpain inh -4, TRPN1 ag -0.6, S1P4 antag -11, Ba/F3 V617F tox -1, PERK inh 0.6 and S1P4 ag 0.3.
CCc1ccc(-c2csc3ncn(CC(=O)NCc4ccco4)c(=O)c23)cc1 was read as TRPML3 ag 0.9, BaF3 parental -5, EP2 mod -33&10, m-calpain inh -39, TRPN1 ag 1.2, S1P4 antag -16, Ba/F3 V617F tox -1, PERK inh 1.0 and S1P4 ag 0.8.
Screening Clc1ccc(-n2nnnc2-c2ccno2)cc1 returned TRPML3 ag 0.5, BaF3 parental 1, EP2 mod 11, m-calpain inh -13, TRPN1 ag 0.7, S1P4 antag -6, Ba/F3 V617F tox -4, PERK inh 1.0 and S1P4 ag -0.8.
For COC(=O)/C(C#N)=C/c1occc1C the results were TRPML3 ag 0.9, BaF3 parental 4, EP2 mod 30, m-calpain inh 19, TRPN1 ag 1.0, S1P4 antag -7, Ba/F3 V617F tox 0, PERK inh 1.6 and S1P4 ag -1.4.
`CCOc1ccc(NC(=O)CCC(=O)NNC(=O)COc2ccc(C)cc2)cc1` gave TRPML3 ag -0.5, BaF3 parental 4, EP2 mod 17, m-calpain inh -46, TRPN1 ag 0.5, S1P4 antag -8, Ba/F3 V617F tox 3, PERK inh 0.3 and S1P4 ag 1.2.
`CSc1cccc(NC(=S)N2CCC(N(C)C3CCCCC3)CC2)c1` gave TRPML3 ag 0.0, BaF3 parental 10, EP2 mod -48, m-calpain inh -4, TRPN1 ag 1.2, S1P4 antag -6, Ba/F3 V617F tox -1, PERK inh 0.4 and S1P4 ag 1.0.
CCC(NC(=O)NNC(N)=S)(C(F)(F)F)C(F)(F)F was read as TRPML3 ag 0.9, BaF3 parental 3, EP2 mod -9, m-calpain inh 9, TRPN1 ag -0.7, S1P4 antag -2, Ba/F3 V617F tox 1, PERK inh 1.0 and S1P4 ag 2.3.

Next part; the last 2 above are carried over.
`CSc1cccc(NC(=S)N2CCC(N(C)C3CCCCC3)CC2)c1` gave TRPML3 ag 0.0, BaF3 parental 10, EP2 mod -48, m-calpain inh -4, TRPN1 ag 1.2, S1P4 antag -6, Ba/F3 V617F tox -1, PERK inh 0.4 and S1P4 ag 1.0.
CCC(NC(=O)NNC(N)=S)(C(F)(F)F)C(F)(F)F was read as TRPML3 ag 0.9, BaF3 parental 3, EP2 mod -9, m-calpain inh 9, TRPN1 ag -0.7, S1P4 antag -2, Ba/F3 V617F tox 1, PERK inh 1.0 and S1P4 ag 2.3.
`CCCn1c(CN2CCN(C(=O)OCC)CC2)nc2c1c(=O)n(C)c(=O)n2C` gave TRPML3 ag 0.3, BaF3 parental 5, EP2 mod 7, m-calpain inh 1, TRPN1 ag 0.2, S1P4 antag 1, Ba/F3 V617F tox -1, PERK inh 0.7 and S1P4 ag 0.2.
`COc1ccccc1C(=O)Nc1cc2c(ccc3ccccc32)oc1=O` gave TRPML3 ag 0.1, BaF3 parental -2, EP2 mod 27, m-calpain inh -11, TRPN1 ag 0.6, S1P4 antag 0, Ba/F3 V617F tox -1, PERK inh 0.8 and S1P4 ag -1.1.
Cc1nn(Cc2ccc(C(=O)Nc3ccccc3F)cc2)c(C)c1Cl was read as TRPML3 ag -0.5, BaF3 parental 0, EP2 mod -67, m-calpain inh 6, TRPN1 ag -1.5, S1P4 antag -15, Ba/F3 V617F tox 0, PERK inh 1.3 and S1P4 ag 1.1.
COC(=O)CC(NC(=O)c1ccco1)c1ccc(C(C)C)cc1 (centres undefined) was read as TRPML3 ag -0.2, BaF3 parental 1, EP2 mod -25, m-calpain inh 32, TRPN1 ag -0.4, S1P4 antag 12, Ba/F3 V617F tox -3, PERK inh -0.3 and S1P4 ag -4.8.
For CN(C)S(=O)(=O)c1ccc(C(=O)OCC(=O)Nc2cccnc2Cl)cc1 the results were TRPML3 ag 1.5, BaF3 parental 4, EP2 mod 31, m-calpain inh -10, TRPN1 ag 2.1, S1P4 antag -9, Ba/F3 V617F tox -2, PERK inh 1.0 and S1P4 ag 0.1.
Screening CC(C)CCN1CCN(CCCn2cccn2)CC1CCO (centres undefined) returned TRPML3 ag 0.6, BaF3 parental -2, EP2 mod -6, m-calpain inh 4, TRPN1 ag -0.2, S1P4 antag -3, Ba/F3 V617F tox -1, PERK inh 2.3 and S1P4 ag -1.9.
`CC(=O)Nc1nc2n(n1)C(c1ccc(Cl)cc1)C=C(C)N2` (centres undefined) gave TRPML3 ag 0.3, BaF3 parental 2, EP2 mod 6, m-calpain inh inactive, TRPN1 ag 1.9, S1P4 antag -15, Ba/F3 V617F tox -3, PERK inh 1.8 and S1P4 ag 0.8.
`CSc1ccccc1NC(=O)CN1CCCCC1C` (centres undefined) gave TRPML3 ag 0.0, BaF3 parental 0, EP2 mod 21, m-calpain inh -15, TRPN1 ag -0.8, S1P4 antag 18, Ba/F3 V617F tox 0, PERK inh 0.6 and S1P4 ag 0.9.
O=C(O)C1C(c2ccccc2)C(C(=O)Oc2ccccc2)C1c1ccccc1 (centres undefined) was read as TRPML3 ag 0.8, BaF3 parental 7, EP2 mod 4, m-calpain inh -53, TRPN1 ag 0.5, S1P4 antag 0, Ba/F3 V617F tox -2, PERK inh -0.1 and S1P4 ag -0.5.
For CC1Nc2ccccc2C(=O)N1NS(C)(=O)=O (centres undefined) the results were TRPML3 ag 0.9, BaF3 parental 5, EP2 mod -6, m-calpain inh -491, TRPN1 ag 0.2, S1P4 antag -17, Ba/F3 V617F tox 3, PERK inh 1.6 and S1P4 ag -0.7.
Screening CCCCOC(=O)c1ccc(NC(=S)NC(=O)c2c(Br)c(C)nn2C)cc1 returned TRPML3 ag 0.7, BaF3 parental 6, EP2 mod 4, m-calpain inh 5, TRPN1 ag 1.3, S1P4 antag -11, Ba/F3 V617F tox -4, PERK inh 0.8 and S1P4 ag -2.7.
CC(C)(C)c1nc(SCC(=O)NCc2ccco2)c2ccccc2n1 was read as TRPML3 ag -0.5, BaF3 parental 5, EP2 mod 36, m-calpain inh -20, TRPN1 ag -1.5, S1P4 antag -10, Ba/F3 V617F tox 3, PERK inh -0.9 and S1P4 ag 0.1.
For Cc1ccc(C2(C)NC(=O)N(CC(=O)NC(=O)NC3CCCC3)C2=O)cc1 (centres undefined) the results were TRPML3 ag 1.1, BaF3 parental 1, TRPN1 ag 2.6, S1P4 antag -2, Ba/F3 V617F tox -4, PERK inh 0.7 and S1P4 ag 0.2.
`COc1cccc(C2(c3cccc(OC)c3)CC2C(=O)Nc2cccc3ccccc23)c1` (centres undefined) gave TRPML3 ag 0.3, BaF3 parental 4, EP2 mod 50, m-calpain inh -5, TRPN1 ag -0.5, S1P4 antag -2, Ba/F3 V617F tox -1, PERK inh 0.7 and S1P4 ag 0.4.
Screening C=CCSc1nnc(NC(=O)c2cn(CC)c3nc(C)ccc3c2=O)s1 returned TRPML3 ag 0.5, BaF3 parental 4, EP2 mod 29, m-calpain inh -42, TRPN1 ag -0.6, S1P4 antag -22, Ba/F3 V617F tox 1, PERK inh 0.1 and S1P4 ag 1.8.
Screening CC(=O)N(OCc1ccc(OC(C)C)c(Cl)c1)C(C)=O returned TRPML3 ag -0.1, BaF3 parental -2, EP2 mod 6, m-calpain inh 22, TRPN1 ag 0.0, S1P4 antag -6, Ba/F3 V617F tox -4, PERK inh 1.4 and S1P4 ag 0.8.
For Cn1c(N)c(C(=O)COC(=O)c2ccccc2NCc2ccco2)c(=O)n(C)c1=O the results were TRPML3 ag -0.1, BaF3 parental 12, EP2 mod -4, m-calpain inh -83, TRPN1 ag 2.0, S1P4 antag -25, Ba/F3 V617F tox 3, PERK inh 0.3 and S1P4 ag -0.4.
Cc1ccc(-c2nc3ccccc3s2)cc1NC(=S)NC(=O)/C=C/c1ccco1 was read as TRPML3 ag 0.8, BaF3 parental 4, EP2 mod 23, m-calpain inh -8, TRPN1 ag 1.8, S1P4 antag -6, Ba/F3 V617F tox 0, PERK inh 0.5 and S1P4 ag 0.8.
